Assay outcomes from PubChem BioAssay.
ARFGAP1 inhibitor: inhibits rat ARF GTPase activating protein 1; Q62848; Arfgap1-stimulated ARF1 GTP hydrolysis, GDP FP detection; inhibition, % at 16.5 µM; 360,000 compounds, 0.26% hits;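 active = inhibition above a per-plate limit, mean inhibition of low control wells plus 3 SD, cut at about 25% in these data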;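 also: 0% = DMSO wells with enzyme and 100% = wells lacking Arfgap1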
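Material: rat Arfgap1 catalytic domain, aa 1-136; also added: human ARF1(Δ1-17)-GTP substrate; compound dosing: one concentration, 16.5 µM, DMSO 1.26%; incubation: GTP hydrolysis reaction 2 h at 25 °C; measured by: Tracer-displacement fluorescence polarization with EDTA stop, 620/688 nm; evaluation: % inhibition from polarization; repeats: one replicate per compound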
TDP2 inh: TDP2 (human) inhibition, absorbance primary screen | O95551 | recombinant TDP2, T5PNP hydrolysis, p-nitrophenol absorbance 415 nm | inhibition, % at 12.8 µM | 370,000 compounds, 0.34% hits | AID 720702;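 active = inhibition above the mean of all tested compounds plus 3 SD, set per campaign, cut at about 25% in these data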;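 also: 0% = DMSO with enzyme and 100% = buffer with substrate but no TDP2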
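Assay system: recombinant human TDP2 / Reagent: T5PNP substrate at 5 mM, a TopII-DNA adduct mimic / Measured by: epi absorbance from released p-nitrophenol / Evaluation: % inhibition relative to enzyme-containing and enzyme-free wells / Control set: enzyme-free and DMSO wells / Replicates: each compound tested once, singlicate / Schedule: enzyme reaction with compound for 2 h at 37 °C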
ADAM10 inh: inhibits human ADAM10 | recombinant ADAM10, EDANS/DABCYL FRET peptide cleavage, 3 h | inhibition, % at 7 µM | 370,000 compounds, 0.62% hits | AID 720582;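 active = inhibition above a per-campaign cutoff equal to the mean of compounds falling between control-based bounds plus 3 SD, cut at about 20% in these data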;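 also: 0% = DMSO wells while the 100% control is not disclosed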
Target sequence (O14672 214-748 limits assumed): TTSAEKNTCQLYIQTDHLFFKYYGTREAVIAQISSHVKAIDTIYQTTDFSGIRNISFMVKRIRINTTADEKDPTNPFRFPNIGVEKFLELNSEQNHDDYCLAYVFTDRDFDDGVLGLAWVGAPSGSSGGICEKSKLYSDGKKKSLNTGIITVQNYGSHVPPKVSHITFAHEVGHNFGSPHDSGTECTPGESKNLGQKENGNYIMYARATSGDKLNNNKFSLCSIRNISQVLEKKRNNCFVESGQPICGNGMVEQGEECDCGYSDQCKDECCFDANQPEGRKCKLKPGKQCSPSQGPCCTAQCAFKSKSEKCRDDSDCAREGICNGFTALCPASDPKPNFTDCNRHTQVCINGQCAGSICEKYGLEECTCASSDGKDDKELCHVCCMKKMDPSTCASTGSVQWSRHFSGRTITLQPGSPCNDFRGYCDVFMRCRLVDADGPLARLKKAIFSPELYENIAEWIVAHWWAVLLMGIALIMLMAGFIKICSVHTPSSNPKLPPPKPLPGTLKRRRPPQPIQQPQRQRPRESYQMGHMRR
ADAM17 inh: ADAM17 inhibition, QFRET primary screen. P78536. 370,000 compounds, 0.83% hits. inhibition, % at 6.95 µM. recombinant ADAM17, EDANS/DABCYL FRET peptide cleavage;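 active = inhibition above the mean of compounds lying between control limits plus 3 SD, set per campaign, cut at about 8.5% in these data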;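 also: 0% = DMSO-only wells as the low control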
SIAE inh: blocks human sialic acid acetylesterase | Q9HAT2 | SIAE FP-Rh probe binding, fluorescence polarization | inhibition, % at 9.66 µM | 370,000 compounds, 0.69% hits;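 active = inhibition above a cutoff: mean of compounds within the control limits plus 3 SD of those, cut at about 17% in these data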;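 also: 0% = plate median of compound wells and 100% = probe without SIAE protein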
DDE Tn7 FP inh: DD(E)-Tn7 binding inhibition, primary FP screen. AID 720508. inhibition, % at 8.3 µM. 370,000 compounds, 0.13% hits. FP displacement of FITC-Tn7 peptide from fibrin DD(E); 0% = median of compound wells per plate. P02675;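 active = inhibition above the mean of compounds falling within the control limits plus 3 SD of them, cut at about 14% in these data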;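 also: 0% = plate median of compound wells and 100% = 10 µM Aha-Tn7 peptide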
Target sequence (P02675 whole entry, looked up): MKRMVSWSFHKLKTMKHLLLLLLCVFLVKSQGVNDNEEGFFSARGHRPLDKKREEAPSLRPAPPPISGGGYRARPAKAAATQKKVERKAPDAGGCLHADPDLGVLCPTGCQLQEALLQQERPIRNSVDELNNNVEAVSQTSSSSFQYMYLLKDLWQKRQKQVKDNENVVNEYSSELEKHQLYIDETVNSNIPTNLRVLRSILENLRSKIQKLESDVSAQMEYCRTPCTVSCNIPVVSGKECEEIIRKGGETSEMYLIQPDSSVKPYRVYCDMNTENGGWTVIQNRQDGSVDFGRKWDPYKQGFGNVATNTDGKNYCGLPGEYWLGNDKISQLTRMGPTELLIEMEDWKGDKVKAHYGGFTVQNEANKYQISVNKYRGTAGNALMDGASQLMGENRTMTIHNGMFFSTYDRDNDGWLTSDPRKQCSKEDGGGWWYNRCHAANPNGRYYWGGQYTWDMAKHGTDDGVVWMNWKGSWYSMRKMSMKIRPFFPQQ
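Test system: human clot-derived fibrin DD(E) complex / Quantity: 2 µM final DD(E) protein / Incubation: 10 min plus 3 h, room temperature / Measured by: fluorescence polarization / Benchmarks: high control of 10 µM Aha-Tn7 peptide / Replicates: singlicate testing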
Tn6 DDE FP: DD(E)-Tn6 binding inhibition, primary FP screen; Fibrin DD(E) TRITC-Tn6 fluorescence polarization displacement; inhibition, % at 8.3 µM; 370,000 compounds, 0.21% hits;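 active = inhibition above a per-campaign cutoff: mean of compounds within control limits plus 3 SD, cut at about 15% in these data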;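 also: 0% = median of all compound wells on the plate and 100% = blocking peptide control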
ASAP1 inh: inhibitors of human ASAP1 ArfGAP activity | ASAP1-stimulated ARF1 GTP hydrolysis, GDP FP detection | inhibition, % at 16.5 µM | 360,000 compounds, 0.19% hits | AID 624377; in the data active = inhibition above about 25%;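 also: 0% = vehicle with enzyme and substrate and 100% = no enzyme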
PLCb3 inh: blocks human PLC-beta3 enzyme activity; Q01970; Purified PLC-beta3, fluorogenic substrate, fluorescence; inhibition, % at 12.2 µM; 370,000 compounds, 0.18% hits; AID 720704; in the data active = inhibition above about 11%;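 also: 0% = median of compound wells on plate and 100% = full blocker control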
PLC-gamma1 inh: inhibitors of human phospholipase C gamma1; P19174; purified PLC-gamma1, fluorogenic substrate, fluorescence; inhibition, % at 12.2 µM; 370,000 compounds, 0.84% hits; AID 720700; in the data active = inhibition above about 9.5%
Starred values were filed as active, the others as inactive; · = no result given.

nr | mol | TDP2 inh | Tn6 DDE FP | PLCb3 inh | ASAP1 inh | ADAM17 inh | SIAE inh | ARFGAP1 inhibitor | PLC-gamma1 inh | ADAM10 inh | DDE Tn7 FP inh
1 | COc1ccc(C2C3=C(CCCC3=O)Nc3nc(-c4cc(OC)c(OC)c(OC)c4)nn32)cc1OC (stereo not drawn) | 3.4 | -7.8 | -4.3 | 11.5 | -7.7 | -3.7 | 0.0 | -6.0 | -26.7 | -3.9
2 | Cc1cc(NC(=O)CSc2nc3ccccc3c(=O)n2Cc2ccc(F)cc2)no1 | 4.9 | 0.6 | 1.6 | 6.7 | -0.4 | 1.0 | 20.8 | 0.5 | 0.6 | -3.3
3 | Nc1cccnc1Oc1ccc(F)cc1F | -4.8 | 0.7 | -4.9 | 1.7 | -0.3 | 5.0 | -8.8 | 1.2 | -3.0 | -7.5
4 | COC(=O)c1cc(Br)c(=O)n(CCC2=CCCCC2)c1 | 2.9 | -2.2 | 1.2 | 5.2 | -0.4 | -0.9 | 7.2 | 1.9 | -15.1 | 3.0
5 | CCOC(=O)N1CCN(C(=O)c2ccc(OCC)cc2)CC1 | -1.3 | 0.8 | 5.2 | 1.2 | -1.6 | 2.4 | -6.7 | 1.6 | 1.7 | -13.3
6 | CC(C)CNC(=O)COc1ccccc1[N+](=O)[O-] | 0.5 | -6.8 | -3.7 | 2.9 | -3.1 | 4.7 | -1.6 | 2.0 | -2.5 | 0.0
7 | c1ccc2c(c1)ccc1nnnn12 | 1.5 | -5.8 | -7.5 | -2.8 | -0.3 | -0.2 | -15.3 | 1.9 | -8.6 | -2.0
8 | COc1ccc(CN([C@H](CO)CC(C)C)S(=O)(=O)N(Cc2ccccc2)[C@H](CO)CC(C)C)cc1 | -14.1 | -5.5 | 9.5 | -7.4 | 23.2* | -11.8 | 3.2 | 8.2 | 43.2* | 0.4
9 | O=S1(=O)C[C@H](N2CC[C@@H](O)C2)[C@@H](COCc2ccccc2)N1 | 0.9 | 2.9 | -0.4 | 14.9 | -1.4 | -6.4 | -7.2 | -3.1 | -4.0 | -1.5
10 | C/C(=N/NC(=O)c1cc(-c2cccc([N+](=O)[O-])c2)n[nH]1)c1cccc(O)c1 | -12.4 | -2.4 | 7.5 | 4.0 | 7.3 | -9.5 | 12.1 | 14.1* | 10.1 | 2.7
11 | COc1ccc(/C(C)=N\NS(C)(=O)=O)c(OC)c1 | 9.1 | 2.2 | 1.6 | -4.6 | 0.7 | 2.7 | -6.1 | -0.9 | 5.2 | -1.2
12 | Cc1nc(C(C)NC(=O)c2ccc(OC3CCN(Cc4ccccn4)CC3)cc2)c(C)s1 (stereo not drawn) | 0.3 | 14.1 | -5.0 | 2.1 | 1.2 | 3.8 | 6.8 | -1.0 | -4.2 | -10.0
13 | COc1cc(CN2CCCC(C)C2)cc([N+](=O)[O-])c1O (stereo not drawn) | 3.1 | 8.1 | 1.2 | 1.1 | -4.0 | -2.0 | -6.2 | -0.7 | -2.2 | -1.5
14 | Cc1cccc(-n2ncc3c(=O)[nH]c(SCC(=O)NCCC4=CCCCC4)nc32)c1 | -3.7 | 6.5 | -4.2 | -10.0 | -2.8 | -2.8 | -2.9 | -1.9 | -7.1 | -0.9
15 | Cc1ccc(CN(C(=O)c2cccs2)C2CCS(=O)(=O)C2)cc1 (stereo not drawn) | 5.3 | -2.3 | -5.7 | -6.9 | -7.6 | 10.0 | -9.7 | -1.1 | -3.7 | 1.8
16 | Cn1cnc(S(=O)(=O)Nc2ccc(C(F)(F)F)cc2)c1 | -10.2 | 2.2 | 3.4 | 4.3 | 1.5 | 0.9 | -0.7 | 8.0 | -6.9 | -7.5
17 | COc1ccc(N(C(=O)c2cnccn2)C(C(=O)NCc2ccccc2)c2ccc(O)cc2)cc1 (stereo not drawn) | -8.6 | -6.0 | -7.4 | 16.2 | -0.3 | -2.7 | 5.9 | -0.5 | 0.1 | 2.3
18 | CC(=O)Nc1ccc(OCCCN2CCC(C(O)(c3ccccc3)c3ccccc3)CC2)cc1 | 13.3 | -8.4 | 3.1 | -7.1 | -4.3 | 1.2 | -1.2 | 1.6 | -4.5 | 2.7
19 | CCN1CCN(Cc2ccc(NC(=O)Nc3ccccc3OC)cc2)CC1 | -2.8 | -1.1 | -1.7 | -2.8 | -2.8 | -7.1 | 6.0 | 0.6 | -1.1 | 2.5
20 | COc1cc(Nc2ccn3nccc3n2)cc(OC)c1OC | -3.5 | 8.7 | -9.7 | -0.5 | 0.3 | -5.4 | 6.7 | -5.2 | -6.4 | 3.2
21 | CCOC(=O)N1CCC(NC(=O)C(C)n2c3ccccc3c3cnn(C)c(=O)c32)CC1 (stereo not drawn) | -7.3 | 11.9 | -1.5 | 6.6 | -5.6 | -3.7 | -1.3 | 1.0 | -22.9 | 2.0
22 | CN(C(=O)c1ccccc1C(=O)OCC(=O)Nc1ccc(OC(F)F)cc1)c1ccccc1 | -9.1 | 1.2 | 3.3 | 7.2 | 2.3 | -5.5 | 8.9 | 4.4 | -8.9 | 1.5
23 | COc1ccc(Cl)cc1NC(=O)CN(C)C(=O)CCSc1ccc(C)cc1 | -0.7 | -1.0 | -3.2 | 1.4 | 2.5 | -3.5 | 12.2 | -1.5 | 5.4 | -1.6
24 | O=C1NC2(CCC3(CC2)OCCO3)NN1c1ccccc1 | 2.9 | -2.3 | 0.6 | 6.5 | -1.9 | 11.0 | 5.5 | 1.1 | -2.8 | -4.1
25 | N/C(=N\OC(=O)c1cnn(-c2ccccc2)c1C(F)(F)F)c1ccc(C(F)(F)F)cc1 | -15.1 | 6.4 | -7.9 | 8.7 | -2.5 | 0.0 | 3.7 | 0.4 | -2.5 | -1.2
26 | CCN(C(=O)C12CC3CC(CC(C3)C1)C2)C1CCS(=O)(=O)C1 (stereo not drawn) | 3.6 | 5.2 | -0.4 | -9.8 | -4.2 | 1.6 | 6.9 | 1.4 | -10.8 | -0.5
27 | COc1ccc(-c2ccccc2C2=CC(=O)CC(C)(C)C2=O)cc1 | 7.7 | 1.7 | -23.2 | 6.1 | -4.3 | 0.1 | 10.0 | -18.1 | -12.8 | 3.9
28 | COc1ccc(NC(=O)N(C)C[C@@H]2OCc3cnnn3CCCC(=O)N([C@H](C)CO)C[C@H]2C)c(OC)c1 | 6.6 | 3.8 | 0.7 | 6.2 | -5.2 | 6.7 | -4.5 | 2.0 | -11.3 | 1.2
29 | Cc1oc(-c2ccc(Cl)cc2)nc1CS(=O)CC(=O)NCCCN1CCCC(C)C1 (stereo not drawn) | -12.3 | 4.3 | -3.5 | -7.3 | 1.1 | 8.1 | -5.5 | 4.8 | -1.8 | 5.0
30 | COc1cccc(OC)c1C(=O)Nc1nc2ccc([N+](=O)[O-])cc2s1 | -5.0 | -0.1 | 0.9 | -2.6 | 2.4 | -4.0 | 0.4 | 1.8 | 8.0 | 8.6
31 | CCc1ccccc1NC(=O)c1cnc2scc(C)n2c1=O | -5.6 | 3.9 | -7.6 | 5.6 | -3.2 | 6.9 | -9.9 | -2.6 | -12.6 | -1.5
32 | COc1ccc(NC(C)=O)cc1S(=O)(=O)N1CC=C(c2ccccc2)CC1 | -2.1 | -0.6 | 1.7 | 9.0 | -1.0 | 2.7 | 1.9 | 1.5 | 3.8 | -6.3
33 | NC(=O)/C(=N\O)c1ccccc1 | -3.8 | 0.4 | 5.9 | 5.9 | -2.5 | -4.0 | 11.3 | 1.0 | 4.4 | -4.5
34 | Cn1c(=O)[nH]c2ncn(C)c2c1=O | 3.6 | 2.6 | -3.1 | 5.1 | -6.1 | -8.2 | -2.2 | 6.1 | -16.9 | 1.3
35 | CCSc1nnc(N2C(=O)CC(c3ccsc3)C3=C2CC(C)(C)CC3=O)s1 (stereo not drawn) | -1.8 | 3.5 | 2.1 | -3.9 | 5.8 | 3.9 | 6.2 | 4.5 | -3.5 | -5.2
36 | CC(C)NC(=O)C1C(c2ccccc2)=Nc2ccccc2N1C(=O)c1cc(Cl)cc(Cl)c1 (stereo not drawn) | 1.8 | -1.2 | -3.4 | -4.7 | -1.8 | -5.0 | 11.2 | 0.1 | -4.1 | -7.2

Two entries from above, with two lines to a compound:
Under each structure – TDP2 inh	Tn6 DDE FP	PLCb3 inh	ASAP1 inh	ADAM17 inh	SIAE inh	ARFGAP1 inhibitor	PLC-gamma1 inh	ADAM10 inh	DDE Tn7 FP inh
#34 Cn1c(=O)[nH]c2ncn(C)c2c1=O
    3.6	2.6	-3.1	5.1	-6.1	-8.2	-2.2	6.1	-16.9	1.3
#33 NC(=O)/C(=N\O)c1ccccc1
    -3.8	0.4	5.9	5.9	-2.5	-4.0	11.3	1.0	4.4	-4.5

Remaining list, next part
nr | mol | TDP2 inh | Tn6 DDE FP | PLCb3 inh | ASAP1 inh | ADAM17 inh | SIAE inh | ARFGAP1 inhibitor | PLC-gamma1 inh | ADAM10 inh | DDE Tn7 FP inh
37 | Cc1oc(-c2ccccc2F)nc1CS(=O)CC(=O)NCc1cccs1 (stereo not drawn) | 3.7 | -1.8 | -3.3 | -7.3 | -2.4 | -2.7 | 14.8 | -3.6 | -7.9 | -4.5
38 | O=C(O)CCc1ccc(NCc2cccc(Oc3ccccc3)c2)cc1 | 12.8 | -5.2 | -7.7 | 15.9 | -1.9 | 2.8 | -5.5 | -1.7 | -1.1 | 0.6
39 | Cc1ccc(NC(=O)c2cc(-c3ccco3)on2)cc1 | 4.1 | -0.7 | 0.2 | -2.4 | -7.0 | 0.1 | -2.7 | -1.2 | -10.5 | -0.8
40 | O=C(NNC(=O)c1ccc(Cl)cc1Cl)c1cnccn1 | 4.8 | -0.5 | -5.3 | 5.8 | -3.9 | -0.3 | 1.3 | -1.2 | 1.8 | -3.3
41 | O=C(NNS(=O)(=O)c1ccc(F)cc1)c1cc(Cl)ccc1O | 2.4 | -5.0 | -35.2 | 4.8 | -16.6 | 4.3 | 7.5 | -27.4 | -60.7 | -5.2
42 | COc1cc(NC(=O)c2nnn(Cc3ccc(SC)cc3)c2N)cc(OC)c1 | -12.2 | 3.5 | -2.5 | -2.9 | 7.3 | -4.9 | 8.4 | 0.6 | 6.0 | 1.6
43 | Cc1ccc(S(=O)(=O)NCC2CCC(C(=O)N3CCN(C)CC3)CC2)cc1 (stereo not drawn) | -7.8 | -1.5 | -2.2 | -1.1 | 2.0 | -2.3 | 2.4 | 2.0 | 9.0 | -6.8
44 | Cc1ccc(/C=C/C(=O)N2CCCN(C(=O)/C=C/c3ccc(C)cc3)CC2)cc1 | 8.3 | 0.8 | -3.7 | -4.2 | -1.7 | -1.1 | -3.7 | -4.3 | 1.5 | 1.5
45 | CCc1ccccc1NC(=O)CSc1nnc(-c2cccs2)o1 | -5.8 | 8.4 | 1.8 | · | -1.6 | -2.5 | · | -2.4 | -1.3 | 3.2
